# V1aR counter – agonists of human V1a receptor, primary screen, counter-screen for OXTR agonist project, fluorescence, CHO-V1R cells; Vasopressin V1a receptor (Homo sapiens), P37288; activation, % at 3 µM; actives 0.25% (n = 320,000); Fluo-8 calcium fluorescence, agonist mode; 0% DMSO, 100% 3 nM vasopressin; AID 2797, 2010;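 active = activation above the mean activation of all tested compounds plus 3 SD, per screening run, cut at about 20% in these data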;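 note: signal is peak over basal fluorescence ratio across a 100 second FLIPR read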
# Target sequence (P37288 whole entry, looked up): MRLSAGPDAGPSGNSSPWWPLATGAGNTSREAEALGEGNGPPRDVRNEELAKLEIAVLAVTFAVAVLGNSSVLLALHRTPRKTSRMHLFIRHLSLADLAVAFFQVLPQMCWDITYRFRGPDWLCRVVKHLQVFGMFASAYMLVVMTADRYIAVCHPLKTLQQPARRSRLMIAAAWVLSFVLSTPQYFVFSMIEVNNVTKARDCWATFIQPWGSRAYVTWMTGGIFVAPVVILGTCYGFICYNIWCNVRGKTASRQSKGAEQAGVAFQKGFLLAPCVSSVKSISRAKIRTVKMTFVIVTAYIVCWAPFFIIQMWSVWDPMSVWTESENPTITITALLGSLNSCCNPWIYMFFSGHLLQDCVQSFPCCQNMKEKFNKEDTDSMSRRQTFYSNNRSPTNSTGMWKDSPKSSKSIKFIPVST
# M1 ag – human M1 muscarinic receptor agonists, primary screen, Fluo-8 calcium fluorescence, CHO-K1 cells, HTS | Muscarinic acetylcholine receptor M1 (Homo sapiens), P11229 | CHO-K1 hM1, agonist mode; 0% DMSO, 100% acetylcholine EC100 | activation, % at 3 µM | actives 0.33% (n = 360,000);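 active = activation above the run's mean compound activation plus 3 SD, cut at about 16% in these data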;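 note: peak over basal fluorescence ratio within a 140 s kinetic read after compound addition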
# TAAR1 antagonist – human TAAR1 antagonists, primary screen, Fluo-8 calcium fluorescence, CHO RD-HGA16 cells; inhibition, % at 3 µM; AID 624466, 2012; antagonist; actives 1.5% (n = 360,000);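 active = inhibition above a per-plate cutoff, the mean inhibition of test compounds on that plate plus 3 SD, cut at about 49% in these data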;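 note: 0% = DMSO plus EC80 beta-PEA response and 100% = DMSO alone without agonist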
# Target sequence (Q96RJ0 whole entry, looked up): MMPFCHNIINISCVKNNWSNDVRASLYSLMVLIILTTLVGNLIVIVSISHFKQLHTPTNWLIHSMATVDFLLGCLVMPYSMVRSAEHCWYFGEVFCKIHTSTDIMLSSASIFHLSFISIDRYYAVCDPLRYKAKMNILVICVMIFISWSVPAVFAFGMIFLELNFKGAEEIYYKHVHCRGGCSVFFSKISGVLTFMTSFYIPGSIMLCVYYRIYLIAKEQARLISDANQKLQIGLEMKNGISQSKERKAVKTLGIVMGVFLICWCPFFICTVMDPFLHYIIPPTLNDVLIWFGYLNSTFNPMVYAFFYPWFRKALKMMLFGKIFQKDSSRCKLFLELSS
#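 test system = CHO RD-HGA16 cells bearing hTAAR1 | replication = singlicate | controls = DMSO-only wells and EC80 β-PEA-stimulated wells | reagent = EC80 β-phenethylamine stimulus | read-out basis = percent inhibition of PEA-evoked calcium signal, max/basal emission ratio | schedule = seeding 17-24 h prior, 75-min 37 °C, 30-min RT dye loading | signal = kinetic Fluo-8 calcium fluorescence measurement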
# CHO parental Ca – ATP-evoked calcium signal inhibitors, parental CHO, primary screen, counter-screen for OX1R antagonist project, cell-based, fluorescence, Fluo-8 calcium dye; parental CHO-K1, ATP-induced calcium, Fluo-8 fluorescence; inhibition, % at 5.6 µM; actives 0.63% (n = 330,000); AID 463079, 2010;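 active = inhibition above that plate's mean sample inhibition plus 3 SD, cut at about 26% in these data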;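 note: 0% = ATP-challenged DMSO wells and 100% = DMSO wells without ATP; some compounds past the cut are filed as inactive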
#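 Test system: untransfected parental CHO cell line; also added: ATP stimulus; dosing: 5.6 µM, single dose; signal: calcium-sensitive Fluo-8 fluorescence; measure: percent inhibition of ATP-evoked calcium rise, normalized to controls; benchmarks: low control ATP plus DMSO, high control DMSO only; replication: one well per compound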
# TAAR1 agonist – human TAAR1 agonists, primary screen, Fluo-8 calcium fluorescence, CHO RD-HGA16 cells; vehicle wells 0%, saturating PEA agonist 100%; Trace amine-associated receptor 1 (Homo sapiens), Q96RJ0; actives 0.99% (n = 360,000); activation, % at 3 µM; AID 624467, 2012;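 active = activation above the mean activation of all test compounds in the run plus 3 SD, cut at about 38% in these data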
#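 System: CHO-derived RD-HGA16 cells with stable Gα16 and human TAAR1. Times: 17-24 h plating, Fluo-8 75 min 37 °C, 30 min RT. Measured by: calcium-sensitive Fluo-8 signal, excitation 470-495, emission 515-575 nm. Read-out basis: % activation relative to PEA EC100 response. Control set: DMSO and PEA EC100. Repeats: no replicates (n 1).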
# CHO-K1 Ca antag – M1 antagonist counterscreen hit in parental CHO-K1 cells; ATP-induced calcium, Fluo-8 fluorescence; inhibition, % at 3 µM; actives 0.6% (n = 360,000); AID 602250;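 active = inhibition above a per-plate cutoff, the plate's mean sample inhibition plus 3 SD, cut at about 24% in these data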;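 note: 0% = DMSO plus EC80 ATP and 100% = DMSO alone without ATP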
# M1 ag parental – counter-screen for M1 agonists: effect in parental CHO-K1 cells. activation, % at 3 µM. AID 602248, 2012. Fluo-8 calcium fluorescence; scaled to maximal ATP response, vehicle zero. actives 0.48% (n = 360,000); in the data active = activation above about 15%;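 note: untransfected CHO-K1 host cells lacking M1 receptor as counterscreen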
# OXTR potentiator – human OXTR potentiators, primary screen, fluorescence, CHO-OTR cells, Fluo-8 calcium. activation, % at 3 µM. AID 2445, 2010. Fluo-8 calcium fluorescence, potentiator mode; 0% = oxytocin EC15, 100% = EC100. actives 0.061% (n = 320,000). Oxytocin receptor (Homo sapiens), P30559;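 active = activation above that plate's cutoff, the mean activation of tested compounds plus 3 SD, cut at about 6.6% in these data, passing the limit was not always enough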;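 note: 100% uses oxytocin at 75 nM as the full agonist control; some results filed as inactive read as strong as hits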
#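 Assay system: CHO-OTR cells, human receptor / Also added: oxytocin at about EC15, sub-maximal agonist stimulus / Dosing: single dose, 3.0 µM nominal final compound concentration / Incubation: 6 min pre-incubation, 100 s read / Technique: Fluo-8 calcium dye fluorescence / Read-out: % activation vs EC15 and EC100 oxytocin / Benchmarks: EC15 oxytocin low, 75 nM oxytocin high / Replicates: singlicate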
# M1 PAM parental – nonselective calcium activators in parental CHO-K1 cells, primary screen, counter-screen for M1 PAM project, cell-based, Fluo-8 calcium fluorescence, full deck, 1536-well; ATP EC20; 0% at ATP EC20, 100% at ATP max; activation, % at 3 µM; actives 0.02% (n = 360,000); AID 602247, 2012;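 active = activation above the run cutoff, the mean activation of all test compounds plus 3 SD, cut at about 40% in these data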;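 note: peak over basal fluorescence ratio in a 140 s read after ATP addition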
# The depositor's hits bear a star; . = no result given. Compounds as they come (roughly 3.3% active in at least one column).
smiles,M1 PAM parental,TAAR1 antagonist,M1 ag,M1 ag parental,CHO parental Ca,CHO-K1 Ca antag,TAAR1 agonist,V1aR counter,OXTR potentiator
c1ccc(-c2nc(CSc3n[nH]c(-c4cccs4)n3)cs2)cc1,12,15,-5,2.6,-26,-13,5,-0.4,-3
O=C(CCCN1C(=O)/C(=C/c2ccccc2Cl)SC1=S)N1CCCC1,10,-6,-2,6.6,-32,-3,2,5.2,-13
COc1ccc2[nH]c(-c3ccccc3)cc2c1,-2,0,-5,-0.4,-7,-14,2,-1.3,-17
CCCCN1CC(=O)N2[C@@H]3c4cc(OC)ccc4OC[C@@H]3[C@H](C(=O)OCC)[C@]2(C)C1=O,2,-16,-1,0.3,.,-2,1,.,.
Cc1onc(-c2ccccc2)c1C(=O)OCc1nnc(-c2ccccc2)o1,5,-10,-5,-0.1,-4,-4,0,-1.0,-9
C#CCOCCOCCOCCNc1nc(N2CCN(C(=O)C([C@@H](C)O)n3cc([C@@H](N)CCCCN)nn3)CC2)nc(N2CCN(C(=O)C([C@@H](C)O)n3cc([C@@H](N)CCCCN)nn3)CC2)n1 (some centres not stated),24,7,-5,0.8,4,-12,0,0.7,0
COc1ccc(N(CC(=O)N2CCN(C)CC2)S(=O)(=O)c2ccccc2)cc1,-8,0,-11,0.4,-9,0,1,0.2,-2
Cc1onc(-c2c(F)cccc2Cl)c1C(=O)O/N=C(\N)c1ccc([N+](=O)[O-])o1,5,-5,-2,1.0,-12,-5,17,-0.1,-3
CCCc1nc2ccccc2c(C(=O)OCC(=O)Nc2ccc(S(=O)(=O)N3CCOCC3)cc2)c1CC,21,22,-3,1.3,-16,2,12,1.8,-2
Fc1ccc(-n2c(Cc3ccccc3)nnc2SCc2nc(-c3cccs3)no2)cc1,31,6,-8,2.6,-16,-18,14,1.0,-6
COc1ccc(OCCCCn2c(CO)nc3ccccc32)cc1,-12,12,0,1.6,-6,9,2,3.8,0
O=c1c2c3c(sc2nc2n1CCCCC2)CCCC3,7,-7,-5,0.2,1,-6,13,-0.5,1
COC(=O)c1cc(-c2ccc(OC)cc2)on1,15,-49,-1,0.9,-3,-14,-1,0.4,1
C=CCn1c(=N)c(C(=O)NCCCOC)cc2c(=O)n3ccccc3nc21,6,-19,-7,-0.2,-16,4,2,0.5,-3
O=C(/C=C/c1cccs1)N1CCOCC1,24,0,-13,0.3,-5,-14,12,0.4,4
Cc1cccc(NC(=S)Nc2c(C)n(C)n(-c3ccccc3)c2=O)c1C,20,-5,-6,0.4,1,-6,1,0.1,3
CCOC(=O)CSC1=C(C#N)C(c2ccco2)C(C(=O)OCc2ccccc2)=C(C)N1 (configuration not stated),12,.,-6,2.2,9,1,.,0.2,-10
COc1ccc(OCCC(=O)OCC(=O)Nc2cccc(S(=O)(=O)N3CCCCC3)c2)cc1,-13,12,4,6.8,-6,0,8,11,-12
OCCCN1CNC(=S)NC1,16,3,-3,0.2,.,-10,0,.,.
Oc1ccc(C[C@@H]2CNCCN2CC2(c3ccccc3)CC2)cc1,20,-9,-1,1.8,-8,-5,18,1.5,-6
CN1CCN(c2ccc(CNC(=O)C3Cc4c(-c5cccc(F)c5)ccnc4O3)cc2)CC1 (configuration not stated),11,-12,-6,0.4,.,-16,1,.,.
O=C1C=C(N2CCN(C3=CC(=O)CCC3)CC2)CCC1,9,-7,-3,0.1,-5,-10,15,-0.3,-11
CCN1CCN(CCOc2cccc(Cl)c2Cl)CC1,14,-19,-6,0.4,-3,-10,5,1.9,-8
Nc1nonc1-n1nnc(C(=O)N/N=C/c2ccoc2)c1CSc1ccc(Cl)cc1,0,11,-4,1.6,-1,-7,4,0.7,-13
Cc1cc(=O)[nH]c(SCC(=O)c2c(N)n(C)c(=O)n(C)c2=O)n1,17,7,-2,0.4,-3,-5,5,0.2,-4
Cc1ccc(-c2ccc(/C=N/NC(=O)Cc3nnc(N)s3)o2)cc1Cl,13,-6,-4,0.2,10,-12,-2,0.5,-7
C/C=C1\COC(C(=O)NCc2ccncc2)(C(F)(F)F)C=C1C=C1CCCCC1 (configuration not stated),11,-8,-11,-0.6,-26,-9,4,-1.5,-10
O=C(CC1C(=O)CCCC1=O)c1ccccc1,1,-5,-5,0.2,-4,5,12,0.3,-8
O=C(COC(=O)CCCC1=NS(=O)(=O)c2ccccc2N1)Nc1ccc(Br)cc1,9,22,-1,-0.9,-13,-5,32,1.9,-2
Cc1ccc(CNC(=O)C(=O)NCC2OCCN2S(=O)(=O)c2ccc(Cl)cc2)cc1 (configuration not stated),-12,-5,-1,2.6,-21,-2,1,5.1,-11
CC(C)CCn1c(SCC(=O)N2CC(=O)Nc3ccccc32)nc2scc(-c3cccs3)c2c1=O,15,-21,-3,1.9,-21,-2,0,1.3,-13
Cc1cc(-c2nnc(SCC(=O)Nc3ccc(Cl)cn3)n2N)n[nH]1,21,-20,-1,-0.1,-9,-14,14,0.5,-2
CCOC(=O)Nc1ccc2c(c1)N(C(=O)CN(C)C)c1ccccc1S2,27,-2,-8,1.0,.,-7,2,.,.
COc1ccc(OC)c(C(Nc2ccccc2)P(=O)(OC(C)C)OC(C)C)c1 (configuration not stated),29,-32,-3,1.1,-33,-25,5,-0.7,-10
O=C(CCSc1ccc(Cl)cc1)NCc1ccccn1,5,-6,-4,0.3,-4,0,-1,-1.5,-9
Cc1nc(C)c(C(=O)Nc2cccc(C)c2C)o1,0,3,-3,-0.1,2,3,0,-0.6,-8
CCC(C)[C@H]1COCCS(=O)(=O)N1Cc1ccccc1 (some centres not stated),17,1,-5,0.1,-17,-12,17,-0.2,3
CCOc1ccc(S(=O)(=O)NC(C)C(=O)NCc2ccncc2)cc1 (configuration not stated),-17,11,-4,0.4,-1,-10,-1,0.5,1
COc1ccc(C2(C)NC(=O)N(CC(=O)NCc3ccccc3F)C2=O)cc1 (configuration not stated),-5,-4,-2,0.1,-7,-1,-3,1.3,-1
O=C(N/N=C1/CCSC1)c1cc(Br)ccc1O,-4,0,1,8.1,-12,-5,10,10,-14
CSc1ccccc1-c1nnc(-c2ccc(Cl)cc2Cl)o1,20,2,-3,1.1,-23,-15,0,0.0,-6
O=C(COC(=O)/C(=C/c1cccs1)c1cccs1)NC(c1ccccc1)c1ccccc1,24,-24,-7,11,-21,0,2,1.4,-15
Cc1cccc(C)c1NC(=O)CSc1nnc([C@@H]2CCCN2C(=O)OC(C)(C)C)o1,9,3,-3,0.3,-1,0,9,0.4,3
O=c1[nH]nnc2cc(Cl)ccc12,15,-2,-1,0.8,.,-13,0,.,.
Cc1ccc2cc(C#N)c(N3CCCN(S(=O)(=O)c4ccccc4)CC3)nc2c1C,8,1,-4,1.0,-7,-9,10,0.5,-1
CCn1c(SCC(=O)Nc2ccc(N3CCOCC3)cc2)nnc1-c1ccncc1,-10,-8,-2,-0.1,0,-1,1,1.7,-10
CC(=O)c1ccc(N2CCN(Cc3nc4ccccc4[nH]3)CC2)cc1,4,3,-9,1.2,-8,-12,-3,0.5,-4
Cc1ccc(NC(=O)C2CCN(c3nc(C)cc(C)n3)CC2)cc1,26,3,-4,-0.1,-23,-20,8,0.8,-9
Cc1ccc(S(=O)(=O)NCc2nc3ccccc3c(=O)n2N)cc1,2,-10,-1,3.0,-16,0,4,3.9,-4
COc1cccc(C(=O)NCCS(=O)(=O)NCc2ccc(Cl)cc2)c1,-18,-26,2,2.2,-17,-4,2,3.3,3
CCOC(=O)Cc1nnc(NC(=O)C(CC)Sc2nc(C)cc(C)n2)s1 (configuration not stated),12,-18,-3,0.3,-25,-4,4,2.2,-1
COCc1cc(C)nc(SCc2ccc(Br)cc2)c1C#N,17,3,-6,0.7,-14,-18,-1,0.2,-3
CC1CCN(S(=O)(=O)c2cccc(C(=O)Nc3nccs3)c2)CC1,14,5,-2,0.7,-10,-24,9,5.9,-11
S=C(NCCc1ccccc1)NCc1cccs1,19,-12,-9,1.0,-9,-6,7,1.2,1
CCn1c(CNc2cccc(Cl)c2)nnc1SCC(=O)OC1CCCCC1,10,6,0,0.6,-11,-11,4,6.4,-9
COc1cc(/C=C/C(=O)Nc2cc(C(F)(F)F)ccc2Cl)cc(OC)c1OC,11,23,-6,1.3,-29,-7,19,1.2,-18
CC(O)CC(=O)NOCc1ccccc1 (configuration not stated),21,10,-4,0.9,-3,-19,1,.,.
CCOC(=O)C1=NNC(=O)C1,20,-20,1,1.3,.,-15,1,.,.
COc1cccc(N(C(=O)Cc2cccs2)C(C(=O)NC2CCCC2)c2ccncc2)c1 (configuration not stated),20,-9,-9,2.1,-10,-12,2,0.4,-1
CC(=O)c1csc(-c2cccc(-c3nc4ccc(Cl)cn4c3NC3CCCCC3)c2)c1,-14,22,-1,-0.2,-13,0,9,-0.6,-11
Cc1ccc(/C(O)=C2\C(=O)C(=O)N(c3cc(C)on3)C2c2cccc(Cl)c2)cc1 (configuration not stated),10,-12,-3,0.1,-17,-7,7,0.3,0
COc1ccc(/C=C2\SC(=S)N(CCC(=O)N3CCOCC3)C2=O)cc1,4,-3,1,0.7,-23,2,0,-0.1,-10

# Some of these compounds in order of heavy-atom count, rising:
smiles,M1 PAM parental,TAAR1 antagonist,M1 ag,M1 ag parental,CHO parental Ca,CHO-K1 Ca antag,TAAR1 agonist,V1aR counter,OXTR potentiator
CCOC(=O)Cc1nnc(NC(=O)C(CC)Sc2nc(C)cc(C)n2)s1 (configuration not stated),12,-18,-3,0.3,-25,-4,4,2.2,-1
Cc1ccc(/C(O)=C2\C(=O)C(=O)N(c3cc(C)on3)C2c2cccc(Cl)c2)cc1 (configuration not stated),10,-12,-3,0.1,-17,-7,7,0.3,0
CC(=O)c1csc(-c2cccc(-c3nc4ccc(Cl)cn4c3NC3CCCCC3)c2)c1,-14,22,-1,-0.2,-13,0,9,-0.6,-11
